Cycloheximide cs – Cycloheximide Counterscreen for Small Molecule Inhibitors of Shiga Toxin. cell reporter, cycloheximide protein synthesis inhibition counterscreen. max response, %. actives 12% (n = 300,000); in the data active = max response mostly above about 13%, no sharp cut-off; inactive = mostly below about 14%; also: read at 38.3 µM for the half of the compounds with a filed dose; 0% is about no effect
Pf growth 96h – Primary qHTS for delayed death inhibitors of the malarial parasite plastid, 96 hour incubation. P. falciparum luciferase reporter growth, 96 h. Potency, µM (highest dose often 28.7 µM), inactives show at the highest dose activity change, negative = inhibition, hits mostly inhibitors. actives 6.9% (n = 320,000). AID 504834, 2011; also: potency is read from the fitted curve at half-maximal effect; % is scaled to controls: 0 for no effect and ±100 for the full control effect
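Erythrocytes infected with luciferase-expressing P. falciparum were dispensed at 2% hematocrit and 0.05% parasitemia (final), then incubated with compounds 96 hours at 37 C in 5% CO2. Luminescence after detection reagent addition reported growth.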
FBPA Giardia inh – qHTS Assay for Inhibitors of Fructose-1,6-bisphosphate Aldolase from Giardia Lamblia; actives 0.71% (n = 290,000); A8B2U2; purified Giardia FBPA; AID 2451, 2010; Potency, µM (highest dose often 59.6 µM), inactives show top-dose activity, negative = inhibition, hits mostly inhibitors; also: potency is read from the fitted curve at half-maximal effect; % is scaled to controls: 0 for no effect and ±100 for the full control effect; nearly all actives have a fitted effect of over 55% in size
Target sequence (A8B2U2 whole entry, looked up): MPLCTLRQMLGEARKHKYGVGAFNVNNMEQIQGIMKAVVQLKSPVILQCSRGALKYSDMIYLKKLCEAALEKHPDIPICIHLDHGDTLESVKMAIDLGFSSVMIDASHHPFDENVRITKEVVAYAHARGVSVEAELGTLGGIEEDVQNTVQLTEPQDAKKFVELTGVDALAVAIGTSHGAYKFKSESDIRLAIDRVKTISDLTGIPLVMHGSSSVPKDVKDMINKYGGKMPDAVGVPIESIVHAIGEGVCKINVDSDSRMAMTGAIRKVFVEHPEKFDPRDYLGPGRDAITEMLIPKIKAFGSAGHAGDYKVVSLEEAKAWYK
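40 nM FBPA preincubated 10 min at RT with compound (up to 57.5 uM final), then substrate plus GAPDH/TPI/NAD/arsenate coupling and diaphorase/resazurin added. Fluorescence read after 20 min at RT, 525/598 nm.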
Pf growth 48h – Primary qHTS for delayed death inhibitors of the malarial parasite plastid, 48 hour incubation | Potency, µM (doses to about 28.7 µM), inactives show at the top dose activity change, negative = inhibition, hits mostly inhibitors | P. falciparum luciferase growth in erythrocytes, 48 h | actives 5.9% (n = 310,000); also: potency is read from the fitted curve at half-maximal effect; % is scaled to controls: 0 for no effect and ±100 for the full control effect
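Cell-based growth assay: transgenic P. falciparum expressing firefly luciferase, cultured in red cells within RPMI 1640 containing 0.5% w/v Albumax, 24 mM bicarbonate and gentamycin. A drop in luciferase activity indicates inhibition.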
Sm TGR inh – qHTS Assay for the Inhibitors of Schistosoma Mansoni Peroxiredoxins; AID 485364, 2010; actives 3% (n = 360,000); Potency, µM (highest dose often 114 µM), for the others: at the highest dose activity change, negative = inhibition, actives largely listed as inhibitors; purified TGR, DTNB reduction, TNB absorbance 405 nm; Schistosoma mansoni thioredoxin glutathione reductase (TGR), Q962Y6; also: potency is read from the fitted curve at half-maximal effect; % is scaled to controls: 0 for no effect and ±100 for the full control effect; nearly all actives have a fitted effect of over 60% in size
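First, TGR (20 nM dispensed) and NADPH were mixed with compound. Second, a 15 min room-temperature incubation followed. Third, further NADPH and then DTNB were added to start the reaction. Finally, TNB absorbance was monitored kinetically.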
Shiga inhibitor – A qHTS for Small Molecule Inhibitors of Shiga Toxin | actives 9.2% (n = 290,000) | AID 2315, 2010 | Vero cells, Shiga toxin protein synthesis inhibition reporter | inhibition, % at 38.7 µM; in the data active = inhibition mostly above about 28%, no sharp cut-off; inactive = mostly below about 43%; also: 0% is about no effect
* marks the source's active call; other numbers are inactive results; u = inconclusive; x = no result given; & = joins results of further samples; [ ] = another dose, or the depositor's remark. Unless noted, calls follow the shape of the dose curve; as a rule, active = well fitted curve in the direction sought with a large enough effect; inconclusive = small, poorly fitted or top-dose-only effect, or another doubt; inactive = no such curve, though single readings can be large; an effect the other way counts as inactive or inconclusive.

SMILES	Cycloheximide cs	Pf growth 96h	FBPA Giardia inh	Pf growth 48h	Sm TGR inh	Shiga inhibitor
Cc1ccc(O)c(CNCCNCc2cc(C)ccc2O)c1	x	2.6µM*	x	7.4µM*	-4%	x
O=C1C2CCCCC2C(=O)N1c1cccc(OS(=O)(=O)c2ccccc2)c1 (stereo unspecified)	-3	8%	-1%	-34%	-13%	-10
NCCCC[C@H]1CNC(=S)N1CC1(c2ccccc2)CC1	-2	21%	7%	7%	2%	-6
O=C(c1ccccc1)c1nnc(-c2ccccc2F)o1	45*	0%	-1%	62%[activator]	-3%	69*
COc1ccccc1CNC(=O)COc1ccc2c(c1)CCC2	10	u	-14%	-11%	0%	12
CCCS(=O)(=O)N1CCC(C(=O)NCCN(C)Cc2ccccc2)CC1	-2	15µM*	5%	18%	5%	10
CCc1nnc2c3cnn(-c4ccccc4)c3ncn12	28*	5%[5.75 µM]	-3%	130%[activator]	10%	67*
CCN(CC)c1ccc(/C=C2\CCC(/C=N/NC(=O)c3ccc(=O)n(C)c3)=C2N2CCOCC2)cc1	-3	-3%	-4%	-3%	-20%	-1
COc1ccc(C(C)NCCC(c2ccc(OC(C)C)cc2)c2ccccc2OC)cc1 (stereo unspecified)	-9	u	10%	u	7%	-17
Cc1cc2n(n1)C(c1ccc3c(c1)OCO3)Nc1c(C)cccc1-2 (stereo unspecified)	6	-20%	6%	u	6%	-2
CCC(=O)OC1(Cc2ccc(CC)cc2)CC(C)N(C)CC1C (stereo unspecified)	-2	-5%	-5%	-10%	0%	-1
COc1cccc(C2=NOC(C(=O)NCc3cccnc3)C2)c1 (stereo unspecified)	13	6%	6%	8%	12%	-6
Nc1c(-c2ccccc2)cnn1-c1cccc(C(F)(F)F)c1	68*	233%[activator]	0%	123%[activator]	9%	83*
Cc1ccc(-c2nc(CSCC(=O)NCCN3CCN(Cc4ccccc4)CC3)c(C)o2)cc1	-5	-11%	0%	-14%	0%	6
Nc1nnc(SCC(=O)c2ccc3ccccc3c2)s1	85*	96%[activator]	-7%	x	-8%	151*
O=C(c1ccc(NC(=O)C2(c3ccccc3)CCOCC2)cc1)N1CCOCC1	-1	x	-2%	-3%	-22%	-4
O=C(C1CCCN1S(=O)(=O)c1cccc2nsnc12)N1CCN(c2ccc(F)cc2)CC1 (stereo unspecified)	7	-11%	x	u	-8%	-3
CCOC(=O)N/N=C/c1c(C)nn(-c2cccc(C(F)(F)F)c2)c1Cl	13*	1.5µM*	0%	2.1µM*	3%	35
CC(=O)C(Cc1ccccc1)NC(=O)CN1CCN(Cc2ccccc2)CC1 (stereo unspecified)	7	-12%	0%	x	-34%	-1
COc1ccc2c(c1)sc1nc(-c3ccccc3)cn12	-9	-3%	-23%	-89%	-17%	-27
Cn1c(CNC(=O)CNC(=O)c2ccccc2)cc(=O)n(C)c1=O	-2	17%	-9%	21%	2%	-3
Cc1[nH]c2ccccc2c1SCC(=O)NC1CCCCC1	11	-17%	3%	0%	10%	22
CNCC(=O)Nc1c(C)n[nH]c1C	-3	-9%	-9%	17%	-2%	-5
O=C(NC(=S)N1CCN(C/C=C/c2ccccc2)CC1)c1ccco1	-1	u	u	-23%	x	-3
O=C(CN1CCC(n2nnc3ccccc32)CC1)NCc1cccs1	-5	u	2%	-19%	-29%	3
Clc1ccc(-c2cn3cccnc3n2)cc1	19*	109%[activator]	-1%	x	5%	22
COc1ccc(OC(=O)N(C)C)c(CN(C)C)c1	-4	x	-10%	-11%	9%	-6
CC1CCN(C(=O)C2CCN(S(=O)(=O)c3cccc4nonc34)CC2)CC1	-2	0%	4%	14%	2%	-13
CS(=O)(=O)N1CCC(Oc2ccccc2C(=O)NC2CCCCCC2)CC1	17*	11%	-1%	-35%	-6%	13
Cc1ccc(CNc2nc(N)c([N+](=O)[O-])c(NCc3ccccc3)n2)cc1	-5	4%	4%	16%	10%	-9
O=C(C[n+]1ccccc1)Nc1nc2ccccc2s1	21*	-11%	-23%	18%	-18%	29
Cc1ccc2cc3cc(C(=O)N4CC(C)CC(C)C4)oc3nc2c1 (stereo unspecified)	27*	x	-8%	u	5%	41*
C=Cc1cccc(NC(=O)COc2ccccc2)c1	35*	u	-5%	52%[activator]	0%	41
Fc1ccccc1Cn1nnc2c(NCc3ccccn3)ncnc21	-1	x	8%	-13%	12%	11
COc1ccc(O)c(CNn2c(-c3ccc(Br)cc3)nc3ccccc3c2=O)c1	14	-11%	14%	9.3µM*	-5%	23
NS(=O)(=O)c1ccc(CNC(=S)NC2CCCC2)cc1	2	13µM*	2%	4%	11%	-11
COC(=O)C1=C(c2ccccc2OCc2ccccc2)C[C@@H]2CC[C@H]1N2C(=O)NCc1ccc(C(F)(F)F)cc1	x	u	x	13µM*	-8%	x
CC(C)CCNC(=O)c1ccc2c(c1)N(C)C(=O)c1ccccc1S2	-2	-22%	3%	u	-12%&-6%	4
Cc1ccc(S(=O)(=O)Cn2nnnc2C(C)N2CCN(C(=O)c3ccco3)CC2)cc1 (stereo unspecified)	-3	5.2µM*	-3%	10µM*	45µM*	25
Cn1cccc1C(=O)Nc1nccs1	19*	u	1%	50%[activator]	9%	39*
COc1ccc(/C=N/NC(=S)Nc2ccccc2)cc1	55*	193%[activator]	4%	u	1%[57.1 µM]	75*
CC(C)C[C@H](NC(=O)Nc1cccc(Br)c1)C(=O)O	-1	8%	6%	-11%	2%	-2
c1ccc(CNc2ncnc3nc[nH]c23)cc1	13	u	-4%	x	1%	17
CC(C)[C@@H]1NC(=O)c2cc([N+](=O)[O-])cc(I)c2NCCCC[C@@H](C(=O)NC(CC(=O)O)C(N)=O)NC(=O)[C@H](CO)NC1=O (stereo partly specified)	-2	8%	0%	6%	-17%	-19
O=C(O)CCC(=O)NNC(=O)CCC(=O)NCc1ccccc1	-1	4%	7%	14%	12%	-6
CCOCCCNC(=O)Cn1ncc2c(=O)oc3ccccc3c21	-3	26%	5%	12%	-10%	-7
COc1ccc(CCNC(=O)c2cc(-c3ccco3)on2)cc1OC	26	0%	1%	-19%	-1%	65
Cc1ccc(C)c(NC(=O)CN(C)C(=O)c2ccncc2)c1	-2	10%	6%	49%[activator]	4%	-7
CC(=O)Nc1cccc(C(=O)OCC(=O)NC(=O)c2ccccc2)c1	x	40%[activator]	x	36%[activator]	21%	x
Clc1ccc(CN2CCN(/N=C/c3cccnc3)CC2)cc1	-1	-3%	2%	-18%	7%	5
COc1ccc2[nH]c(=O)c(CN(C)C(=O)COc3ccccc3)cc2c1	-3	0%	-12%	16%	-3%	-7
Cc1cccc(C(=O)Nc2ccc(NC(=O)Cc3ccc(Cl)cc3)cc2)c1	-3	12µM*	7%	16%	0%	-6
CC1(C)Cc2nc3sc4c(OCc5ccccc5)ncnc4c3cc2CO1	-3	u	5%	u	-18%	-31
Nc1cc[n+](CC(=O)Nc2ccccc2)cc1	-2	11%	5%	u	-2%	-7
CCCc1[nH]nc2c1C(c1ccc(OCCN3CCOCC3)c(OC)c1)C(C#N)=C(N)O2 (stereo unspecified)	49*	-6%	-5%	28%	0%	54*
COc1cccc(NC(=O)Nc2nnc(CC(=O)Nc3ccccc3)s2)c1	-4	u	-4%	u	-6%	8
O=S(=O)(c1ccc(Cl)cc1)N1CN2CCN(C2)C1	6	x	13%	11%	-1%	-7
O=C(Nc1ccc(F)cc1)C(Sc1nnc2ccccn12)c1ccccc1 (stereo unspecified)	-3	13%	4%	5%	-2%	-2
CC(C)(C)NC(=O)c1ccncc1	-2	10µM*	2%	x	5%	-6
O=C(COC(=O)COc1ccccc1)NC1CCCc2ccccc21 (stereo unspecified)	1	17%	3%	10%	-1%	-11
More records follow:
SMILES	Cycloheximide cs	Pf growth 96h	FBPA Giardia inh	Pf growth 48h	Sm TGR inh	Shiga inhibitor
CCOC(=O)c1[nH]c2ccccc2c1NC(=O)c1ccc2c(c1)OCO2	4	-9%	0%	x	2%	21
CCC1=C(OC(=O)N(CC)CC)N2C(=O)OC(=NCC3CC3)[C@]2(C)[C@H]2C1=CC[C@H]1C(=O)N(C)C(=O)[C@H]12	-3	10µM*	5%&1%	8.3µM*	7%	-7
CCOc1ccc(CNc2ccc3c(c2)ncn3C)cc1	35*	10µM*	-28%	-13%	6%	38*
Cc1ccc(Sc2ccncc2S(N)(=O)=O)cc1	-3	3%	2%	-4%	-11%	12
CC(Cl)C(=O)Nc1cc(C(C)(C)C)nn1-c1ccccc1 (stereo unspecified)	-4	-1%	-3%	0%	-4%	-4
Cc1csc(=O)n1CC(=O)Nc1ccc(C(C)C)cc1	x	142%[activator]	x	51%[activator]	-5%	x
O=C(CS(=O)(=O)c1c[nH]c2ccccc12)NC1CCCCC1	-2	12%	-2%	3%	-2%	2
Cc1ccc(O)c(Nc2nc(-c3ccccc3)nc3ccccc23)c1	-3	-15%	u	u	-17%	x
COC(=O)CSc1nnc(-c2ccco2)n1Cc1ccco1	9	-21%	-7%	5%	13µM*	-24
CCOC(=O)C1(Cc2cccc(OC)c2)CCCN(S(=O)(=O)c2cccnc2)C1 (stereo unspecified)	-3	u	-7%	-26%	-11%	-9
CC(=O)Nc1ccc(S(=O)(=O)n2cnc3cc(C)c(C)cc32)cc1	3	-15%	-2%	x	7%[11.4 µM]	37
